Source: PubChem BioAssay (National Center for Advancing Translational Sciences (NCATS))
Pol eta inh: qHTS for Inhibitors of Polymerase Eta | DNA polymerase eta (Homo sapiens), Q9Y253 | recombinant Pol eta, fluorescent DNA replication assay | Potency, µM (top dose mostly 114 µM), for inactives: top-dose activity change, negative = inhibition, actives largely listed as inhibitors | 390,000 compounds, 1.2% hits | AID 588591, 2011; further: potency means the concentration at half of the fitted maximal effect; on the % scale 0 is the no-effect control and ±100 the full control effect
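Fluorescent replication assay: 50 nM final substrate added after a 15 min room-temperature compound preincubation with 10 nM enzyme. Signal taken at 0 min and again at 10 min.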
BLM inh: qHTS Assay for Inhibitors of Bloom's syndrome helicase (BLM) | 350,000 compounds, 0.2% hits | Potency, µM (highest dose often 56.1 µM), inactives show top-dose activity change, negative = inhibition, usual class: inhibitors | recombinant BLM DNA unwinding, fluorescence dequenching | AID 2528, 2010 | RecQ-like DNA helicase BLM (Homo sapiens), P54132;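 further: potency means the concentration at half of the fitted maximal effect; plate controls were vehicle for no effect and no enzyme for full effect; nearly all actives have a fitted effect of over 35% in size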
Pol kappa inh: qHTS for Inhibitors of Polymerase Kappa. DNA polymerase kappa (Homo sapiens), Q9UBT6. 400,000 compounds, 0.53% hits. purified Pol kappa, fluorescent DNA synthesis assay, 10 min. AID 588579, 2011. Potency, µM (titrated, usually from 107 µM), for inactives: at the top dose activity, negative = inhibition, hits mostly inhibitors; further: potency means the concentration at half of the fitted maximal effect; on the % scale 0 is the no-effect control and ±100 the full control effect
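Enzyme at 10 nM met test compounds for 15 min at room temperature. Substrate addition (50 nM final) began the reaction, which was monitored by fluorescence at 0 and 10 min.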
Apoferritin bind: qHTS Assay for Identification of Novel General Anesthetics; Ferritin light chain (Equus caballus), P02791; apoferritin/1-aminoanthracene competitive binding, fluorescence; Potency, µM (top dose mostly 77.5 µM), inactives show at the highest dose activity change, negative = displacement, usual class: inhibitors; 350,000 compounds, 0.074% hits; further: potency means the concentration at half of the fitted maximal effect; on the % scale 0 is the no-effect control and ±100 the full control effect; nearly all actives have a fitted effect of over 20% in size
Target sequence (P02791 2-175 limits assumed): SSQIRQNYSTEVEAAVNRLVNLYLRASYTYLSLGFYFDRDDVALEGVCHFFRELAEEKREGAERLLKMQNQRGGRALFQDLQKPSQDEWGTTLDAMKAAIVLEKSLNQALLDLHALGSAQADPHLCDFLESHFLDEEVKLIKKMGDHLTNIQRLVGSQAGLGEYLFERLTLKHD
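Concentration-response curves derived by four-parameter Hill fitting of normalized fluorescence, where compounds displaced 1-AMA from 10 uM horse apoferritin following a brief 10 min room-temperature incubation; propofol titration acted as positive control.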
Pol beta inh: qHTS Assay for Inhibitors of DNA Polymerase Beta; Pol beta primer extension/strand displacement, fluorescence kinetic; 340,000 compounds, 1.3% hits; P06746; AID 485314, 2010; Potency, µM (series often up to 114 µM), inactives show at the top dose activity change, negative = inhibition, usual class: inhibitors; further: potency means the concentration at half of the fitted maximal effect; on the % scale 0 is the no-effect control and ±100 the full control effect
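Curves were derived by four-parameter Hill fits of normalized qHTS data. The kinetic fluorescent primer-extension read was taken at 0 and 10 min after 50 nM substrate, following a 15 min room-temperature preincubation of 10 nM enzyme with compounds.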
APE1 inh: qHTS Assay for Inhibitors of the Human Apurinic/apyrimidinic Endonuclease 1 (APE1). DNA repair nuclease/redox regulator APEX1 (Homo sapiens), P27695. 350,000 compounds, 0.35% hits. recombinant APE1, TAMRA/BHQ-2 abasic DNA cleavage fluorescence. Potency, µM (top dose mostly 65.8 µM), inactives show at the highest dose activity change, negative = inhibition, usual class: inhibitors;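 further: potency means the concentration at half of the fitted maximal effect; plate controls were vehicle for no effect and reference inhibitor for full effect; nearly all actives have a fitted effect of over 55% in size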
Target sequence (P27695 whole entry, looked up): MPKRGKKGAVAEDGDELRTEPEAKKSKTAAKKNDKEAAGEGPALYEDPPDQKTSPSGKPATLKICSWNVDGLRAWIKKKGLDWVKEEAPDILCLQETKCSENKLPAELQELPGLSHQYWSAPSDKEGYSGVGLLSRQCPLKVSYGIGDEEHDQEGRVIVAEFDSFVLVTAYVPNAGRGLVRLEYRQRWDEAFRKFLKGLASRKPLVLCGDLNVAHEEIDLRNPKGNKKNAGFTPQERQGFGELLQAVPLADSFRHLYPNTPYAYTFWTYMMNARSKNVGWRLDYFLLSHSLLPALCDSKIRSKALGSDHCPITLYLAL
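Step 1: APE1 (0.75 nM) with compound, 15 min RT. Step 2: add 50 nM fluorophore/quencher THF duplex. Step 3: three fluorescence reads 60 s apart (525/598 nm); read 3 minus read 1 = reaction progress.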
Glioma ERSR ind: qHTS for Inducers of the Endoplasmic Reticulum Stress Response (ERSR) in Human Glioma: qHTS; U87-MG GRP78 promoter luciferase reporter, 16 h; Potency, µM, without a hit: at the highest dose activation, hits mostly activators; 420,000 compounds, 0.02% hits; further: potency means the concentration at half of the fitted maximal effect; series mostly up to about 76 µM; % of control where 0% means no effect; nearly all actives have a fitted effect of over 35% in size
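Stably transfected U87-MG human glioma cells carrying a GRP78-based luminescent sensor were seeded at 1000 cells/well, pin-dosed with compounds and incubated 16 h. Luciferase reagent was then added, and end-point luminescence was read after 10 min at room temperature.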
LDHA block: qHTS assay for inhibitors of human lactate dehydrogenase | L-lactate dehydrogenase A chain (Homo sapiens), P00338 | purified LDHA, NADH/diaphorase-resazurin fluorescence; stronger effect = lower value | activity change, % (values are at about 110 or 230 µM) | 480,000 compounds, 0.15% hits | AID 1347041, 2019; in the data active means activity change below about -30%; inconclusive means mostly about -25% to -30%;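 further: plate controls were DMSO wells for no effect and wells without enzyme for full effect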
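Resorufin fluorescence (ex540/em590), read at 0 and 20 min after diaphorase/resazurin addition, reports the NADH left after a 5 min room-temperature reaction of 2 nM human LDH5 with 0.06 mM NADH and 0.2 mM pyruvate.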
POLI inh: qHTS for Inhibitors of Polymerase Iota | 390,000 compounds, 1% hits | Potency, µM (top dose mostly 115 µM), for inactives: at the top dose activity, negative = inhibition, actives largely listed as inhibitors | Pol iota fluorescent replication assay, 10 min | DNA polymerase iota (Homo sapiens), Q9UNA4; further: potency means the concentration at half of the fitted maximal effect
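Pol iota at 10 nM preincubated 15 min with compounds at room temperature; reaction started with fluorescent substrate, 50 nM final. Fluorescence read kinetically at 0 and 10 min; buffer-only wells as negative control.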
* = called active by the depositor; u = inconclusive; x = not tested or not shown; & = joins results of further samples; [ ] = dose if it differs, or a comment. Unless noted, the call rests on the fitted dose curve; in most records, active means well fitted curve in the direction sought with a large enough effect; inconclusive means small, poorly fitted or top-dose-only effect, or another doubt; inactive means no such curve, though single readings can be large; an effect the other way counts as inactive or inconclusive. This is a subset. The share of hits here may be higher or lower than overall.

Screens in order: Pol eta inh	BLM inh	Pol kappa inh	Apoferritin bind	Pol beta inh	APE1 inh	Glioma ERSR ind	LDHA block	POLI inh
1: CSc1oc(-c2ccccc2)nc1C(N)=O
  -11%	-3%	-5%	-17%	1%	4%	-2%	-2	8%
2: CCN(CC)C(=O)CCS(=O)(=O)c1cccc2nonc12
  5%	-3%	-10%	-3%	31%	u	-5%	-3	99%[activator]
3: CCN(C(=O)CSc1nccc(=O)[nH]1)C1CCCCC1
  -3%	x	-8%	x	x	36%	-3%	0	-19%
4: O=C(Nc1ccc2nc(-c3cccs3)c(-c3cccs3)nc2c1)N1CCCC1
  x	x	3%	x	x	x	-3%	13	47%[activator]
5: Cc1ccccc1OCc1nc2ccccc2n1C
  -13%	-4%	5%	u	2%	23%	4%	-2	-5%
6: CN1CCCC(OC(=O)c2cc(F)c(F)c(F)c2F)C1 (stereo unspecified)
  -9%	3%	-6%	0%	30%	3%	-1%	-7	84%[activator]
7: O=C(O)c1cc([N+](=O)[O-])ccc1C(=O)Nc1ccccc1
  -3%	-6%	-4%	-15%	12%	0%	-4%	1	1%
8: O=C(CN(Cc1ccc(F)cc1)C(=O)CCC(=O)Nc1nccs1)NCc1ccccc1
  -14%	-4%	6%	5%	13%	12%	-3%	-3	148%[activator]
9: COc1ccc2c(c1)CC[C@@H]1[C@@H]2CC[C@]2(C)[C@@H](NCCCCCCN3C(=O)C=CC3=O)CC[C@@H]12
  x	x	5%[19.4 µM]	-6%	x	2%	-3%	x	x
10: O=C(c1cccc(S(=O)(=O)N2CCCCC2)c1)N1CCN(c2ccccc2)CC1
  0%	-8%	-10%	-9%	0%	19%	-3%	-7	-8%
11: O=C(Nc1cccc(F)c1)C1CCN(S(=O)(=O)c2ccc3[nH]c4c(c3c2)CCCCC4)CC1
  -20%	-14%	-13%	-3%	-4%	x	-1%	-12	4%
12: CCN(CC)CCCNC(=O)CNC(=O)c1nn(-c2ccc(OC)cc2)c(=O)c2ccccc12
  -12%	5%	-6%	-4%	54%	10%	-4%	-9	-25%
13: COC(=O)c1sccc1NC(=O)c1ccccc1C(=O)O
  -12%	x	-5%	x	x	x	-5%	-2	58%[activator]
14: O=C(Nc1ccccc1)c1ccc(S(=O)(=O)NCC2CCCO2)cc1 (stereo unspecified)
  -4%	-2%	-5%	-10%	2%	-3%	1%	2	0%
15: CC(C)CCn1c(=O)c2sccc2n2c(CCCC(=O)NCCc3ccccc3)nnc12
  -12%	3%	1%	-10%	-24%	x	17%	0	1%
16: CCCn1c(N)c(N(CCOC)C(=O)c2cc(S(=O)(=O)N3CCCCCC3)ccc2OC)c(=O)[nH]c1=O
  -18%	1%	2%	-2%	68%	1%	-6%	2	85%[activator]
17: COC(=O)c1cc2occc2n1CC(=O)Nc1ccc(C)cc1C
  -5%	-2%	2%	-22%	37%	-5%	5%	-7	20%
18: CC(C)(C)OC(=O)N(CCc1ccccc1)Cc1ccc(OCc2cccc(NC(=O)C3CCCC3)c2)cc1
  -6%	x	3%	x	x	x	-2%	3	-11%
19: Cc1cc(C)n(C(=O)c2ccc(NC(=O)C3CC3)cc2)n1
  -7%	1%	-2%	1%	3%	-1%	0%	-4	8%
20: Cc1cccc(-n2ccnc2SCC(=O)c2c(N)n(C3CC3)c(=O)[nH]c2=O)c1C
  -13%	x	-2%	x	x	-10%	-6%	-11	-5%

Continued, starting with the last 2 of the part before.
Screens in order: Pol eta inh	BLM inh	Pol kappa inh	Apoferritin bind	Pol beta inh	APE1 inh	Glioma ERSR ind	LDHA block	POLI inh
19: Cc1cc(C)n(C(=O)c2ccc(NC(=O)C3CC3)cc2)n1
  -7%	1%	-2%	1%	3%	-1%	0%	-4	8%
20: Cc1cccc(-n2ccnc2SCC(=O)c2c(N)n(C3CC3)c(=O)[nH]c2=O)c1C
  -13%	x	-2%	x	x	-10%	-6%	-11	-5%
21: CCOc1ccccc1NC(=O)NNC(=O)c1ccc2ccccc2c1
  -24%	-3%	2%	-19%	0%	-1%	-6%	-2	19%
22: COc1ccc(C(=O)COC(=O)Cn2[nH]c(=O)c3ccccc3c2=O)c(OC)c1
  -2%	x	-14%	x	x	-4%	0%	3	13%
23: CCCS(=O)(=O)N1CCCC(C(=O)NCCN(CC)c2ccccc2)C1 (stereo unspecified)
  -11%	3%	-5%	-7%	18%	16%	-3%	2	-2%
24: C=CCSc1nnc(NC(=O)COc2ccccc2)s1
  -7%	-1%	7%	-2%	-16%	2%	-3%	0	26%
25: Cc1nc(NC(=O)COC(=O)/C=C/c2ccco2)c(Cl)cc1Cl
  28µM*	x	71µM*	x	x	3%	1%	-3	32µM*
26: O=C(CN1CCOc2ccccc21)NC1CCN(Cc2ccccc2)CC1
  -15%	1%	8%	-21%	3%	1%	-3%	-3	-25%
27: Cc1nc2ccccc2nc(C)c1=NO
  -12%	-4%	-4%	-5%	17%	11%	6%	14	42%[activator]
28: CC(N)(C(=O)O)c1cccc(OCc2cccc(Cl)c2)c1 (stereo unspecified)
  -8%	-6%	8%	-2%	-11%	9%	5%	0	-3%
29: O=C(NC1CCSC1=O)c1ccccc1 (stereo unspecified)
  -11%	-5%	-5%	-7%	-2%	1%	-7%	-4	5%
30: CC(=O)Nc1ccc(NC(=O)CCCc2ccccc2)cc1
  7%	-11%	-4%	-4%	-4%	3%	4%	-11	111%[activator]
31: COc1ccc(Cl)cc1NC(=O)CN(c1cccc(C)c1C)S(=O)(=O)c1ccccc1
  -13%	-14%	-19%	83%[activator]	-16%	x	2%	0	25%
32: O=C1CN(C(=O)CSc2nnc(-c3ccccc3)n2Cc2ccc3c(c2)OCO3)c2ccccc2N1
  -13%	0%	2%	u	-1%	5%	0%	-2	-11%
33: Cc1ccc(CNC(=O)c2ccc(N3CCC4(CC3)CC(c3ccccc3)=NO4)c(NC(=O)c3ccc(Br)cc3)c2)cc1
  -22%	-1%	6%	-17%	-1%	4%	-2%	-3	15%
34: CCC(=O)n1nc(-c2ccccc2)nc1SCC(=O)Nc1ccc(C)cc1
  -17%	-1%	-8%	u	24%	-2%	-3%	6	-5%
35: COc1ccc2c(C)cc(N3CCCCCC3)nc2c1
  -13%	-1%	-3%	-14%	-22%	-5%	-1%	-19	29%
36: COc1ccc(C(=O)NC(=S)Nc2ccccc2N2CCN(S(C)(=O)=O)CC2)cc1OC
  -17%	-3%	-11%	-13%	-15%	-9%	-2%	4	-2%
37: CC(=O)c1ccc(N(C(=O)CNC(=O)c2ccco2)C(C(=O)NCC2CCCO2)c2ccccc2)cc1 (stereo unspecified)
  -3%	-17%	3%	-19%	-2%	3%	-5%	-9	-19%
38: Cc1cc(NC(=O)COC(=O)c2cccc(S(=O)(=O)N(C)C3CCCCC3)c2)no1
  -19%	-9%	4%	-20%	-16%	u	1%	1	7%
39: COC(=O)c1cn(NC(=O)Cc2ccc(Cl)cc2)c(=O)c2ccccc12
  -14%	0%	-7%	-15%	-2%	-6%	-2%	u	17%
40: CS(=O)(=O)c1ncc(Cl)c(C(=O)Nc2ccc(OC(F)F)cc2)n1
  -8%	-7%	-24%	-6%	20%	2%	-15%	-9&4	u
41: COc1ccc(/C=N/Nc2ncc(Br)cn2)c(OC)c1
  28µM*	-2%	5%	-4%	4.5µM*	-1%	3%	-1	-4%
42: CCn1cc(CNC(=O)c2ccc(Cl)c([N+](=O)[O-])c2)c(C)n1
  -9%	-1%	1%	-6%	1%	0%	-5%	0	10%
43: Cc1ccc(C)c2nc(Cl)c(C#N)cc12
  -14%	4%	-6%	-1%	9%	1%	3%	-6	151%[activator]
44: CC(C)C(OC(=O)CCC(=O)Nc1nccs1)C(=O)NC1CCCCC1 (stereo unspecified)
  8%	-5%	-15%	u	-1%	6%	-4%	-6	66%[activator]
45: CCc1nnc(NC(=O)C2CCCN2S(=O)(=O)c2ccccc2)s1 (stereo unspecified)
  -1%	-5%	-6%	-1%	-2%	1%	-2%	-2	-7%
46: Cc1ccc(NC(=O)CSc2ncnc3ccccc23)cc1S(=O)(=O)N1CCOCC1
  -21%	-5%	-6%	-9%	-4%	-2%	-3%	-7	23%
47: Cn1cc(S(=O)(=O)NCc2cccs2)c(=O)n(C)c1=O
  -8%	1%	-15%	-1%	-3%	19%	-4%	-4	0%
48: CC(C)(C)C(=O)/C(C#N)=c1\s/c(=C\c2ccncc2)c(=O)n1CCCN1CCOCC1
  x	-9%	x	-10%	14%	-4%	x	x	x
49: Cc1cc(C)n(-c2cc(O)c(-n3nc(C)cc3C)cc2O)n1
  7%	-5%	-27%	-6%	2%	-2%	-2%	20	-19%
50: Cc1ccc(S(=O)(=O)N2CCN(C(=O)Cn3c(=O)cnc4ccccc43)CC2)cc1
  -9%	x	1%	x	x	-9%	-6%	-1	-1%
51: C[C@@H](NC(=O)c1[nH]cnc1C(=O)Nc1ccccc1)c1ccccc1
  -15%	x	-20%	x	x	-9%	-4%	-1	10%
52: CCn1c(N2CCN(S(=O)(=O)c3ccccc3C(F)(F)F)CC2)nc2ccccc21
  -9%	-2%	-19%	-6%	3%	-3%	-5%	-6	-12%
53: CCOc1ccc(CCNS(=O)(=O)c2ccc3c(c2)NC(=O)CO3)cc1OCC
  6%	3%	-2%	-5%	0%	9%	7%	-6	-7%
54: Cc1ccc(N(C)C(=O)c2sc3nc4n(c(=O)c3c2C)CCCC4)cc1C
  -11%	-2%	1%	x	13%	x	1%	-4	17%
55: Nc1ccc(S(=O)(=O)Nc2nccs2)cc1
  -11%	-8%	14%	5%[29.3 µM]	x	u	-3%&-5%&-2%&-5%	5	-6%
